MITF inh: MITF inhibitors, primary screen, biochemical, AlphaScreen, human; AlphaScreen MITF homodimerization, bead proximity signal; 650,000 tested, 0.91% active; inhibition, % at 2.6 µM; Microphthalmia-associated transcription factor (Homo sapiens), O75030; in the data active = inhibition above about 50%;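 also: 0% = vehicle wells with protein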
Target sequence (O75030 whole entry, looked up): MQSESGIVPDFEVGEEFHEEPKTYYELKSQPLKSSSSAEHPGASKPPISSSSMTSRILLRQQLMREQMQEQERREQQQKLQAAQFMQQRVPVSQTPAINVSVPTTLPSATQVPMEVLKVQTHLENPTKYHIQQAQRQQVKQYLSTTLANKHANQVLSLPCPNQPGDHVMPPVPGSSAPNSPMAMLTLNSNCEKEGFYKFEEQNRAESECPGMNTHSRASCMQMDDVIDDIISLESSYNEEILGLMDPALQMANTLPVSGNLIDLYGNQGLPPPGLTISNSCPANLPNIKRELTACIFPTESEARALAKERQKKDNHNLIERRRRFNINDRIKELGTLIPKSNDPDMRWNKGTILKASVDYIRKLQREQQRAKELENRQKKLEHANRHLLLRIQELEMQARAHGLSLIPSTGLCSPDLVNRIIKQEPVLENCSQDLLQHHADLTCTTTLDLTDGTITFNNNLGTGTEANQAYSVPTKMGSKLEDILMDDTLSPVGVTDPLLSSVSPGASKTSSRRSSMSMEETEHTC
TEAD-YAP inh: TEAD-YAP interaction inhibition, primary screen, TEAD-YAP interaction inhibitor project, luminescence, HEK-TIYL cells; AID 1259422, 2018; TEAD-Gal4/YAP UAS-luciferase luminescence; 640,000 tested, 1.4% active; inhibition, % at 9.12 µM; in the data active = inhibition above about 32%;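 also: 0% = median of test compound wells and 100% = reference inhibitor wells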
FBW7 activator: FBW7 E3 ligase activators, primary screen, biochemical, AlphaScreen, human | normalized activity (activation), % at 26.1 µM | 650,000 tested, 0.13% active | F-box/WD repeat-containing protein 7 (Homo sapiens), Q969H0 | AlphaScreen FBW7–phospho-cyclin E peptide binding, activator screen; in the data active = normalized activity above about 1.9%;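 also: purified mutant Fbw7 with reduced substrate affinity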
GPR151 activ: activators of human GPR151, primary screen, cell-based, PathHunter beta-arrestin, luminescence; G-protein coupled receptor 151 (Homo sapiens), Q8TDV0; PathHunter beta-arrestin GPR151 cells; activation, % at 11.2 µM; 650,000 tested, 1% active; in the data active = activation above about 4.9%;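 also: 0% = median of compound wells and 100% = cells with positive control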
Target sequence (Q8TDV0 whole entry, looked up): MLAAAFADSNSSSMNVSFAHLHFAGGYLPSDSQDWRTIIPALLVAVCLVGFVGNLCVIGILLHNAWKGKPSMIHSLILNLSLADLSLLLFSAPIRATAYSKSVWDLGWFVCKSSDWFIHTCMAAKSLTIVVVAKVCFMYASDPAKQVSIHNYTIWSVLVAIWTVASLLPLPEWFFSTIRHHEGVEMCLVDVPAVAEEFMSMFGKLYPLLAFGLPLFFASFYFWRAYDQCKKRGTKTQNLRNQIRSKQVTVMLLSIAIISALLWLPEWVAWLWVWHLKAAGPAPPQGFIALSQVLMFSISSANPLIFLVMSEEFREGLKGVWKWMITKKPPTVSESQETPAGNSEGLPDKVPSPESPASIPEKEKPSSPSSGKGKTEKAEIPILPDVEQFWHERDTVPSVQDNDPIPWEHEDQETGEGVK
* hit, by the source's call; . = no result given; ! = repeats disagree.

SMILES	MITF inh	TEAD-YAP inh	FBW7 activator	GPR151 activ
Cc1ccc2nc(-c3cccnc3)cc(C(=O)Nc3ccc(C(=O)N4CCCC4)cc3)c2c1	-8	11	0.0	1.2
O=C1N/C(=N/N=C/c2ccco2)SC1Cc1cc(Cl)ccc1Cl (centres undefined)	3	5	0.1	-0.2
Cc1ccc2c(c1)CN(Cc1cn(C)nc1C)CC(c1ccsc1)O2 (centres undefined)	5	-3	0.1	-0.8
Cc1ccc(NC(=O)Nc2cccs2)cc1	8	-48	-0.1	-1.0
CSc1ccc(CN(CCO)Cc2ccccc2)cc1	35	13	0.8	1.6
CN(C)C(=O)N1CCC(c2nc(-c3ccc4c(c3)OCO4)no2)CC1	-1	-16	-0.1	-1.1
CCOC(=O)c1[nH]c2ccc(F)cc2c1N	2	-55	0.1	-3.9
CCc1nc(SCC(=O)Nc2ccc(OC)cc2)n[nH]1	-7	-2	0.0	0.6
c1ccc2c(c1)cnn2CCCNc1nncc(-c2ccc3c(c2)OCO3)n1	17	28	0.1	-1.3
CC(C)n1c(-c2cccc(N)c2)nc2c(Nc3ccc(N4CCOCC4)cc3)ncnc21	-6	-10	0.1	0.5
C/C(=C\C(=O)c1ccccc1)Nc1ccc(C)cc1	12	8	0.0	0.3
CCN(CC)c1cc(N2CCCCC2)c([N+](=O)[O-])cc1F	9	20	-0.1	0.0
Cn1ccc2cc(Nc3nccc(-c4cncc(N5CCOCC5)c4)n3)ccc21	21	81*	-0.8	-1.2
Cc1cccc(NC(=O)CSC2=C(C#N)C(c3ccco3)C3=C(CCCC3=O)N2)c1 (centres undefined)	8	-9	-0.2	-2.0
CC1CCN(C(=O)CSc2nc(N)c(NC(=O)c3cccs3)c(=O)[nH]2)CC1	5	-1	0.1	-0.4
COc1ccccc1/C=C/C1(C(=O)NC2CCCC2)CC(=O)N1c1cccc(F)c1 (centres undefined)	18	10	-0.1	-0.4
CCOC(=O)N1CCC(n2c(SCc3ccc(C)cc3)nc3ccsc3c2=O)CC1	8	4	-0.1	-0.8
O=C(C1CCN(c2nc3ccccc3[nH]c2=O)CC1)N1CC=C(c2ccccc2)CC1	-8	-2	0.2	0.5
O=C(c1ccccc1O)N1CCN(c2ccc(C(F)(F)F)cc2[N+](=O)[O-])CC1	13	9	0.6	1.0
COc1ccc(/C=N/n2c(C)nnc2-n2nc(C)cc2C)c(OC)c1	-19	2	0.2	-0.1

At a glance, 13 of the compounds above.
SMILES	MITF inh	TEAD-YAP inh	FBW7 activator	GPR151 activ
CN(C)C(=O)N1CCC(c2nc(-c3ccc4c(c3)OCO4)no2)CC1	-1	-16	-0.1	-1.1
CCOC(=O)c1[nH]c2ccc(F)cc2c1N	2	-55	0.1	-3.9
CCc1nc(SCC(=O)Nc2ccc(OC)cc2)n[nH]1	-7	-2	0.0	0.6
c1ccc2c(c1)cnn2CCCNc1nncc(-c2ccc3c(c2)OCO3)n1	17	28	0.1	-1.3
CC(C)n1c(-c2cccc(N)c2)nc2c(Nc3ccc(N4CCOCC4)cc3)ncnc21	-6	-10	0.1	0.5
C/C(=C\C(=O)c1ccccc1)Nc1ccc(C)cc1	12	8	0.0	0.3
CCN(CC)c1cc(N2CCCCC2)c([N+](=O)[O-])cc1F	9	20	-0.1	0.0
Cn1ccc2cc(Nc3nccc(-c4cncc(N5CCOCC5)c4)n3)ccc21	21	81*	-0.8	-1.2
Cc1cccc(NC(=O)CSC2=C(C#N)C(c3ccco3)C3=C(CCCC3=O)N2)c1 (centres undefined)	8	-9	-0.2	-2.0
CC1CCN(C(=O)CSc2nc(N)c(NC(=O)c3cccs3)c(=O)[nH]2)CC1	5	-1	0.1	-0.4
COc1ccccc1/C=C/C1(C(=O)NC2CCCC2)CC(=O)N1c1cccc(F)c1 (centres undefined)	18	10	-0.1	-0.4
CCOC(=O)N1CCC(n2c(SCc3ccc(C)cc3)nc3ccsc3c2=O)CC1	8	4	-0.1	-0.8
O=C(C1CCN(c2nc3ccccc3[nH]c2=O)CC1)N1CC=C(c2ccccc2)CC1	-8	-2	0.2	0.5

Following part.
SMILES	MITF inh	TEAD-YAP inh	FBW7 activator	GPR151 activ
CCOC(=O)c1cnc(SCC(=O)NCc2cccs2)nc1N	2	-8	0.1	2.2
Cc1cc(C)n(-c2ccc(NC(=O)C3CCN(Cc4cnc(C)s4)CC3)cc2)n1	-7	3	0.2	5.8*!
CC(C)(C)C1CCc2c(sc(NC(=O)c3nn4c(C(F)(F)F)cc(-c5cccs5)nc4c3Cl)c2C(N)=O)C1 (centres undefined)	24	12	0.2	-0.5
CCOc1ccc2ccccc2c1/C=N/NC(=O)COc1ccccc1C#N	3	-16	0.2	-0.5
O=C(CCNS(=O)(=O)c1cccc2nonc12)N1CCN(c2ccccc2)CC1	-1	-2	-0.1	0.1
Cc1cc(NC(=O)Nc2nnc(N3CCCC3)s2)ccc1Br	3	-2	0.0	-0.6
CCN(c1ccccc1)S(=O)(=O)c1cc(C(=O)NC(C)(C)C)ccc1C	4	4	-0.1	1.1
Nc1nc2[nH]c(=O)[nH]c2c(=O)[nH]1	-20	.	.	2.4
CN(C)c1ccc(C(CNC(=O)c2ccc3ccccc3c2)N2CCOCC2)cc1 (centres undefined)	-16	-10	-0.1	-0.4
O=C(c1ccccc1)n1c(=S)nc2ccc(Br)cn21	19	-52	-0.1	0.9
CCC(Sc1nc2ccsc2c(=O)n1Cc1ccc2c(c1)OCO2)C(=O)NCc1cccnc1 (centres undefined)	-2	-9	0.0	-0.4
COCCN(CC(=O)NCC1CCCO1)C(=O)CCC(=O)Nc1cc(C)on1 (centres undefined)	-2	0	0.0	0.2
CCc1ccc2nc(NC3=NCN(C(C)C)CN3)nc(C)c2c1	10	-6	0.0	-0.5
CCCN1CCN(c2c(Cl)cccc2NC(=O)Nc2cccc(C(F)(F)F)c2)CC1	-13	-6	0.0	-1.7
O=C(CSc1nnc(C23CC4CC(CC(C4)C2)C3)n1-c1ccccc1)NCc1ccccc1	9	-2	0.2	0.7
CCNC(=S)Nc1ccc(OC)c(OC)c1	-6	-5	0.1	0.5
CC(C)Oc1ccc(Br)cc1C(=O)N/N=C/c1cccnc1	19	6	0.1	-1.0
CCOC(=O)C(=CNNc1cccc(Cl)c1)C(=O)OCC	-8	1	-0.3	0.0
CNC(=O)C(=O)Nc1cccc(Br)c1	23	-18	0.0	-2.3
Cc1ccc(C(=O)Nc2c(C(=O)N3CCCCCC3)cnn2-c2ccccc2)cc1	-6	-9	-0.1	-1.1
CSc1ccc(-c2nc3ccccc3[nH]2)cc1	4	-60	-0.5	0.9
Cc1ccc(OCC(=O)Nc2ccccc2C(F)(F)F)cc1C	-9	-17	-0.1	1.4
CC(C)(C)c1cc(CC(=O)O)cc(C(C)(C)C)c1O	9	8	-0.1	-0.7
O=C1c2ccccc2S(=O)(=O)N1C/C=C/CBr	-15	6	0.0	3.2
O=[N+]([O-])c1ccc(Cl)cc1N1CCc2ccccc2C1	2	-21	-0.3	-0.9
Cc1cccc(N(C)S(=O)(=O)c2c(C)nc3sccn3c2=O)c1	10	-9	0.7	-2.2
O=C(O)CNC(=O)/C(=C\c1cccc([N+](=O)[O-])c1)NC(=O)c1ccc(Br)cc1	11	-11	0.1	1.0
CCOC(=O)c1c(NC(=O)c2c(OC)cccc2OC)sc(C)c1C	3	-12	-0.1	-1.4
CC(=O)N1N=C(c2ccccc2)CC1c1ccc2nccnc2c1 (centres undefined)	8	1	0.1	0.9
Nc1ccc(C(=O)OCC(=O)NCC(F)(F)F)cc1[N+](=O)[O-]	13	0	-0.1	-0.3
COc1cc(OC)cc(C(=O)N2N=C(C)CC2(O)C(F)(F)F)c1 (centres undefined)	-14	50*	-0.1	-1.2
COc1ccc(OC(C)C(=O)N2CCCC2)cc1 (centres undefined)	2	0	0.2	2.0
COC(CNS(=O)(=O)c1ccc(S(=O)(=O)N2CCCC2)cc1)OC	-11	-5	0.0	-0.2
O=C(O)Cn1c(=O)oc2cc([N+](=O)[O-])ccc21	-3	10	-0.1	-0.3
NC(=O)c1ccc2nc(-c3csc4ccccc34)sc2c1	-8	-4	0.2	-11
O=C(CCC(=O)N1CCC2(CC1)NC(=O)c1ccccc1O2)Nc1nccs1	8	0	0.1	1.3
COC(=O)NNC(=O)C(c1ccccc1)c1ccccc1	-8	-4	-0.1	-2.1
COc1cc(C2C(C#N)=C(N)Oc3n[nH]c(-c4cccc([N+](=O)[O-])c4)c32)cc(OC)c1O (centres undefined)	1	10	0.0	6.0*
CN1CCC2(CC1)OCc1cc(-c3cccc(O)c3)ccc1O2	-24	-2	0.0	-0.5
Cc1ccc(C(=O)Nc2ccc(F)cc2F)cc1[N+](=O)[O-]	-6	-15	-0.1	1.9
CCOC(=O)CN1C(=O)C(O)(CC(=O)c2cccc(Br)c2)c2ccccc21 (centres undefined)	9	10	0.1	-0.4
Fc1ccc(-n2ncc3c(N4CCc5ccccc54)ncnc32)cc1	-2	11	-0.2	1.3
Cc1ccc(C2N3CC4(C)CN2CC(C)(C3)C4)cc1 (centres undefined)	12	9	1.2	-1.3
O=C1N/C(=C/c2ccc(-c3ccc(Cl)c([N+](=O)[O-])c3)o2)C(=O)N1Cc1ccc(Cl)cc1	4	-3	0.0	0.2
CCC(Sc1nc2cc(OC)c(OC)cc2c(=O)n1Cc1ccco1)C(=O)Nc1cc(Cl)ccc1OC (centres undefined)	2	3	0.1	-0.1
CSCCC(=O)N(C)C(Cc1ccccc1F)C1CCN(C(=O)CNC(C)=O)CC1 (centres undefined)	16	7	0.0	-0.5
C/C(=N\OCC(=O)N/N=C/c1cc([N+](=O)[O-])ccc1O)c1cccs1	-13	8	-0.2	1.1
COc1cccc(N=c2oc3c(C)ncc(CO)c3cc2C(N)=O)c1	3	-5	0.1	-0.6
COc1ccc(Cl)cc1NC(=O)CSc1ccnc2c1c(=O)n(C)c(=O)n2C	-5	-9	-0.1	-0.4
Cc1ccc(NC(=O)CCCn2c3ccccc3c(=O)c3cc(C)ccc32)c(Br)c1	0	-12	0.0	0.0

The results go on:
SMILES	MITF inh	TEAD-YAP inh	FBW7 activator	GPR151 activ
CCNc1ncnc2sc(C(=O)NCC(C)(C)CO)c(C)c12	-6	4	-0.1	1.4
O=c1ccc2cc(S(=O)(=O)NCc3ccccc3)ccc2[nH]1	10	-1	0.0	-0.6
COc1ccccc1CNC(=O)/C=C/c1cccc([N+](=O)[O-])c1	6	4	0.0	-0.5
Cc1cccc(NC(=O)CSc2ccnc(=O)[nH]2)c1C	16	18	0.9	0.3
c1cncc(CN2CCN(Cc3ccncc3)CC2)c1	77*	5	-0.1	1.0
Cc1ccc(N2C(=O)CSC2c2ccc(C(C)C)cc2)cc1Cl (centres undefined)	-19	-13	0.1	-0.7
COc1cc(NC(=O)c2nn3c(C(F)(F)F)cc(-c4ccccc4)nc3c2Cl)c(OC)cc1Cl	7	1	1.1	-1.0
O=[N+]([O-])c1cccc(-c2noc(-c3ccc(F)cc3)n2)c1	5	0	-0.1	-0.6
CCCOc1ccc(C2C3=C(CC(C)(C)CC3=O)NC3=C2C(=O)CC(C)(C)C3)cc1	-11	7	0.0	-1.2
Cc1cc(Br)ccc1NC(=O)c1sc2ncn(CC(=O)N3CCCC(C)C3)c(=O)c2c1C (centres undefined)	-2	3	0.4	-0.5
CC(Cc1cnccn1)NC(=O)c1ccc(OC2CCN(CCc3ccccc3)CC2)cc1 (centres undefined)	-13	-10	-0.2	3.5
COc1cc2c(cc1OC)C(COc1ccccc1OC)N(C(=O)c1cccc(Cl)c1)CC2 (centres undefined)	17	9	0.1	-0.6
CC(C(=O)Nc1ccccc1)N1Cc2ccccc2C1=O (centres undefined)	-5	-10	-0.3	1.5
NC(=O)CSc1nc2ccccc2c(=O)n1Cc1ccccc1	-10	2	-0.1	-0.2
O=C(Nc1ccc(Cl)cc1)c1c(Br)sc2c1CCCC2	16	0	-0.1	0.1
CCOC(=O)c1ccc(NC(=O)c2ccc(C)cc2C)cc1	-6	19	0.1	-0.7
CN(CC(=O)NC1CCCCCC1)S(=O)(=O)c1ccc2nc(-c3ccccc3)[nH]c2c1	30	-8	0.6	-1.4
O=C(Nc1ccccc1C(=O)Nc1ccc(F)cc1)c1cccc(S(=O)(=O)N2CCCC2)c1	6	-3	0.0	-1.5
O=C(O)c1nccnc1C(=O)NCc1ccc(Cl)cc1	6	-6	0.3	1.1
CCOc1cccc(C2C(C(=O)OCc3ccccc3)=C(C)NC3=C2C(=O)CC(C)(C)C3)c1 (centres undefined)	8	6	0.0	-1.6
CCCCN(CCCC)CCCNC(=O)CC1Oc2ccc(C)cc2NC1=O (centres undefined)	12	11	0.1	-0.3
CCOC(=O)Cn1nnnc1CN(Cc1cc2cc(C)ccc2[nH]c1=O)C1CCCC1	15	-14	0.1	0.3
CC1(C(=O)O)CCC(C(=O)N2CCc3ccccc32)C1(C)C (centres undefined)	9	4	-0.1	0.1
O=C(COc1ccc([N+](=O)[O-])cc1)Nc1ccc(S(=O)(=O)N2CCCC2)cc1	4	-5	-0.2	-0.6
CCN(CC)CCNC(=O)Cc1cc(=O)[nH]c(=O)[nH]1	10	11	0.0	0.9
Cc1ccc(C)c(S(=O)(=O)NCC(c2ccccc2)N(C)C)c1 (centres undefined)	7	-3	0.0	3.8
NC(=O)c1cc2nc(-c3cccs3)cc(C(F)(F)Cl)n2n1	-2	1	0.0	-0.7
O=C(c1cc(Br)cs1)N1CCCCCC1	-9	-10	-0.2	-0.2
CN(C)c1ccc(Nc2nc(-c3ccc(Br)cc3)cs2)cc1	23	-32	0.1	1.0
